zfTRPN1 agonist: zebrafish TRPN1 (NompC) channel agonism | HEK293 zebrafish TRPN1-YFP, Fluo-8 calcium fluorescence; 100% = response to 87 µM carbachol | activation, % at 3 µM | 220,000 tested, 0.18% active | AID 1424;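 active = activation above its plate's cutoff, the mean activation of test wells on that plate plus 3 SD, cut at about 19% in these data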;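 note: 0% = DMSO alone and 100% = 87 µM carbachol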
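Material – zebrafish TRPN1-YFP in HEK293 cells · Doses – 3 µM single point · Schedule – dye 1 h 37 °C plus 30 min RT · Signal – Fluo-8 calcium fluorescence, excitation 470-495 nm, emission 515-575 nm · Read-out – % activation versus carbachol response · Control set – carbachol high, DMSO low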
PPC-1+TRAIL kill: kills PPC-1 cancer cells in the presence of TRAIL; PPC-1 cells + TRAIL, ATPLite viability luminescence; cell killing (% activity), % at 4 µM; 220,000 tested, 0.41% active; AID 1443;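 active = cell killing above 50% in the first pass at 4 µM, then a duplicate retest at 5 µM averaging 50% or more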;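 note: plate controls were cells with TRAIL plus DMSO for no effect and medium-only wells lacking cells for full effect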
14-3-3 Bad PPI: disrupts binding of bovine 14-3-3 zeta to phospho-Bad peptide; P63103; TR-FRET 14-3-3zeta/Dy647-pBad peptide displacement, 1 h; inhibition, % at 21.7 µM; 220,000 tested, 0.71% active;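 active = inhibition above about 70%, limit read from the data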;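 note: 0% = full 14-3-3 plus peptide FRET controls and 100% = background without 14-3-3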
Target sequence (P63103 whole entry, looked up): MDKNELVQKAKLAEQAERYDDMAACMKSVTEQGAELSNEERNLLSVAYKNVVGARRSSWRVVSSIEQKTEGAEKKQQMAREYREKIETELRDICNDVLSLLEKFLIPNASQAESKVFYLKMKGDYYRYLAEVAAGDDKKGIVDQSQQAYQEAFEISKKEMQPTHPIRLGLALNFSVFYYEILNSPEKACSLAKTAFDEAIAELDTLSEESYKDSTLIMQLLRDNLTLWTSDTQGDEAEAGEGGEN
EP2 mod: modulates human prostaglandin E2 receptor EP2 signaling | EP2-expressing cells, cAMP HTRF FRET, PGE2 co-stimulation | induction, % at 25 µM | 260,000 tested, 0.83% active | AID 940;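 active = compounds whose cAMP rise, as percent of the full-agonist control response, exceeds 60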;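 note: rat C6 glioma line stably carrying human EP2 under a CMV promoter; the protocol text gives 20 µM as final concentration; 100% = response of wells given 1 µM PGE2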
Target sequence (P43116 whole entry, looked up): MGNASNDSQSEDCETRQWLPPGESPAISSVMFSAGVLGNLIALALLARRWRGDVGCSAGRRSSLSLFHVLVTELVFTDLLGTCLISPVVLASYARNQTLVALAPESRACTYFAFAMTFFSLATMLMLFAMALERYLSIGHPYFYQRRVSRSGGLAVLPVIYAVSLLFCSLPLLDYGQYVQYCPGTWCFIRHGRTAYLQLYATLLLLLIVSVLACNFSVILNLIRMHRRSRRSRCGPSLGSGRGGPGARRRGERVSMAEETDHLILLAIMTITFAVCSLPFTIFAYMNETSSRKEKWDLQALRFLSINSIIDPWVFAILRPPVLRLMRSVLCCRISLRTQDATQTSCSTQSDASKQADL
PGE2 EP2 inh: EP2 receptor (human) inhibition. 260,000 tested, 0.52% active. AID 1422. C6 glioma cells expressing human EP2, cAMP TR-FRET; cells stimulated with saturating PGE2. inhibition, % at 25 µM;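 active = percent inhibition above 40 after rounding to a whole number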;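 note: rat C6 glioma host cells with rolipram phosphodiesterase inhibitor present; the protocol text gives 20 µM as final concentration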
TRPML3 ag: activates the human TRPML3 channel; HEK293 TRPML3-YFP, Fluo-8 calcium fluorescence; 100% = the carbachol control signal; activation, % at 3 µM; 220,000 tested, 0.29% active; AID 1448;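 active = activation above its plate's cutoff, the mean activation of the plate's test wells plus 3 SD, cut at about 12% in these data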;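 note: 0% = DMSO only wells and 100% = carbachol wells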
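Test system: HEK293 cells stably carrying human TRPML3-YFP; Doses: single dose, 3 µM final nominal compound, 0.3% DMSO final; Schedule: dye loading 1 h 37 °C then 30 min ambient, 125 s read; Technique: Fluo-8 calcium fluorescence; Benchmarks: high control carbachol 87 µM, low control DMSO.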
CHOP inhibitor: blocks CHOP induction under ER stress; CHO-K1 CHOP-promoter luciferase, tunicamycin-induced, 15-18 h; inhibition, % at 10 µM; 220,000 tested, 3.8% active;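 active = compounds that reduced the stress-induced luciferase reporter signal by more than about 70% of percent inhibition, limit read from the data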;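 note: 0% = tunicamycin plus vehicle and 100% = wells without tunicamycin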
NPY-Y1 antag: antagonists of human neuropeptide Y receptor Y1; inhibition, % at 3.6 µM; 200,000 tested, 1% active; HEK293-CNG Y1 cells, membrane potential fluorescence; NPY at EC95, then isoproterenol; AID 1040;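 active = inhibition above the campaign mean inhibition of all tested compounds plus 3 SD, cut at about 20% in these data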;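 note: 0% = DMSO wells given NPY plus isoproterenol and 100% = isoproterenol alone without NPY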
Target sequence (P25929 whole entry, looked up): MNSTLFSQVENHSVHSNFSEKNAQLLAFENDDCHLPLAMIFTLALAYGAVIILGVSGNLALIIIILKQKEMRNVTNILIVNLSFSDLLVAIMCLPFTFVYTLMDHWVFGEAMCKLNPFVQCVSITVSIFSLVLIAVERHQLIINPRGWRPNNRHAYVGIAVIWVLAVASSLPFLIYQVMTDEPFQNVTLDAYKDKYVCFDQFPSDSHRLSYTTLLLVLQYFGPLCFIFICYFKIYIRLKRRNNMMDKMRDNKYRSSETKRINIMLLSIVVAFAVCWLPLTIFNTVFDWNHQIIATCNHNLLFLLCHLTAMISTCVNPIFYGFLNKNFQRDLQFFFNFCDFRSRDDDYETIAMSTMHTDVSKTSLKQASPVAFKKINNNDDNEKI
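Material: HEK293 Y1/CNG channel cell line | Also added: NPY (25 nM), isoproterenol (1 µM), Ro 20-1724 (25 µM) | Compound: One concentration, 3.6 µM, in 0.4% DMSO | Schedule: 3 h dye uptake, 1 h room-temperature compound, 45 min post-isoproterenol | Signal: Membrane-potential fluorescent dye readout | Read-out: % inhibition of NPY effect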
NPY1 pot ag: human NPY-Y1 potentiation or agonism, primary screen. P25929. NPY-Y1 expressing cells, potentiator/agonist activation. activation, % at 3.6 µM. 220,000 tested, 0.37% active. AID 1304; in the data active = activation above about 33%, passing the limit was not always enough;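 note: cells stimulated with NPY at EC10 then isoproterenol at EC100; 0% = low agonist plus stimulus and 100% = saturating agonist plus stimulus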
Numbers without * were called inactive; . = no result given; & = joins results of further samples; ! = repeats disagree; [ ] = another dose, or the depositor's remark. These rows are one share of the data; the hit share may differ from the screen's.

Order of results: zfTRPN1 agonist, PPC-1+TRAIL kill, 14-3-3 Bad PPI, EP2 mod, PGE2 EP2 inh, TRPML3 ag, CHOP inhibitor, NPY-Y1 antag, NPY1 pot ag
CCOC(=O)N=Nc1c(O)n(C)c2ccccc12
 : 0.6, 22, -9, 2, 7, 0.0, 3, -3, -1
O=C(C1=C(O)C(=O)N(c2ncccn2)C1c1cccc(Cl)c1)c1ccco1 (configuration not stated)
 : -0.4, 14, 54[fluorescence artefact?], 16, 15, -0.1, -22, 6, -6
COc1ccc(CCNC(=O)COC(=O)C23CC4CC(CC(C4)C2)C3)cc1
 : -2.0, 22, 1, 4, 5, 0.5, 25, 0, -41
Nc1ccn(Cc2ccc(F)cc2)n1
 : -1.2, 25, -3, -9, 2, -0.2, 2, -6, 5
CCOC(=O)CC1C(=O)NCCN1C(=O)c1cc2c(=O)n3ccccc3nc2s1 (configuration not stated)
 : 0.6, 32, 5[fluorescence artefact?], 4, ., -0.4, 0, 98*, -10
N=c1sccn1CC(=O)Nc1ccc(S(=O)(=O)N2CCOCC2)cc1
 : 0.2, 8, 13, 5, 20, 0.8, 2, 1, -3
CCCCCCOC(=O)Sc1nc2ccccc2o1
 : -1.2, 9, -13[fluorescence artefact?], 52, 9, 0.6, 95*, -2, 13
C=CCn1c(O)c(N=Nc2nc3ccccc3c(=O)n2-c2ccccc2)c2ccccc21
 : 1.4, 6, -4[fluorescence artefact?], 27, 5, 0.4, -2, 10, -2
CCCNC(=O)CN(c1ccc(F)c(Cl)c1)S(C)(=O)=O
 : 0.5, 30, -2, 11, 5, -0.5, 22, 5, 7
COc1ccccc1NS(=O)(=O)c1cc(NC(=O)Nc2ccc(Cl)cc2Cl)ccc1N1CCCCC1
 : 0.2, 23, -3, -17, 8, 0.5, 24, -1, -16
CCCn1c(SCC(=O)NCCc2ccccc2)nnc1C(C)C
 : 0.7, -6, 1, 18, 4, 0.9, 19, ., -2
C=CCOc1c(Br)cc(CNc2ccc(NC(=O)C(C)C)c(OC)c2)cc1OC
 : -0.8, 22, 4, 6, 6, -0.1, 9, -2, -5
Cc1cccc(OCCSc2nncn2C)c1
 : -1.0, 8, 50, -4, 6, 0.5, -21, 2, 5
COc1ccc(N/N=C(/C#N)S(=O)(=O)C(C)(C)C)cc1
 : 1.9, -24, -24, -29, 2, 0.2, -2, -3, 11
O=C(NCC1(c2ccccc2)CCCC1)C(=O)N1CCOCC1
 : -0.5, -13, -3, 18, 5, 1.0, 18, 6, 4
O=C(Oc1ccc(N(Cc2cccs2)C2=NS(=O)(=O)c3ccccc32)cc1)c1ccccc1
 : -0.3, 0, -3, 18, 5, 1.2, 56, 1, -6
O=C(CCN1C(=O)/C(=C/c2ccc3c(c2)OCO3)SC1=S)Nc1ccccc1
 : 1.8, 17, 10, 8, 5, -0.2, 20, 12, -8
CCOc1ccc(Cl)cc1CSc1n[nH]c(CC)n1
 : -1.0, 8, -2, 29, 6, -1.4, 48, 8, -16
O=C(CSc1ccccn1)Nc1nc2c(ccc3ccccc32)s1
 : -0.5, 5, 1, -25, 19, 0.6, 37, 7, -17
COc1cc(NC(=O)[C@@H](NC(=O)c2ccco2)C(C)C)c(OC)cc1NC(=O)c1ccccc1
 : -1.6, -19, -29, 23, 2, 0.8, 0, -4, 6
CCN(CC)c1ccc(-n2c(C)c(C(C)=O)c(C(C)=O)c2C)cc1
 : 0.9, 0, -3, 3, 11, 0.6, 38, 4, -6
O=C1c2cnc3ncnn3c2CC2c3ccccc3CCN12 (configuration not stated)
 : 0.5, 2, -3, -15, 1, 0.8, -20, -4, 1
CCOC(=O)C1=C(Cn2cnc3ccccc32)NC(=O)NC1c1ccc(OC)cc1 (configuration not stated)
 : 0.7, -17, 1[fluorescence artefact?], 18, 4, 0.5, 9, -2, -5
CN(NC1OC(=O)c2ccccc21)c1c([N+](=O)[O-])cc(C(F)(F)F)cc1[N+](=O)[O-] (configuration not stated)
 : -1.3, 4, -2, -38, 3, 0.3, 20, ., 34
CCCC[C@@H]1CNC(=S)N1CCCc1cc(OC)c(OC)c(OC)c1
 : 1.3, 22, -2, -12, 8, 0.3, 6, 2, 3
COc1ccc(N/N=C(\C#N)C(=N)SCc2ccccc2)cc1
 : 19*, 1, -19, -23, 8, 15*, 5, -4, 37*
CCOc1c(CNCc2ccc(C(=O)O)cc2)cccc1OC
 : 1.6, 7, -9, 45, 4, 1.3, -5, -3, -5
Cc1cccc(NC(=O)c2cnc3sccn3c2=O)c1C
 : -0.7, 33, -11, 28, 12, 0.2, -5, 1, -6
O=C(CSc1ccccn1)Nc1nc2ccccc2s1
 : -0.6, 5, -27[fluorescence artefact?], -38, 7, -0.2, 8, 1, -38
Cc1nc2c(o1)CCc1ccccc1C2O (configuration not stated)
 : -0.1, 10, -2, 13, 1, 0.9, 34, 0, 0

Order of results: zfTRPN1 agonist, PPC-1+TRAIL kill, 14-3-3 Bad PPI, EP2 mod, PGE2 EP2 inh, TRPML3 ag, CHOP inhibitor, NPY-Y1 antag, NPY1 pot ag
COC(=O)c1c(NC(=O)CSc2nc3ccccc3c(=O)n2Cc2ccco2)sc(C)c1C
 : -0.5, 13, -2[fluorescence artefact?], 10, 4, 0.3, 23, 7, -52
CCOc1ccccc1NC(=S)NCc1cccn1C
 : -1.2, 20, -2, -11, 4, -0.2, -9, 1, -1
CN1CCN(C(=O)C2=C[C@H](c3ccccc3)C[C@H](OCc3ccc(CO)cc3)O2)CC1
 : 1.6, -11, -1, 6, 9, 1.2, 7, -2, -12
Cc1cc(-c2n[nH]c(=S)n2/N=C/c2ccc(Br)s2)n[nH]1
 : -1.2, 2, -6[fluorescence artefact?], 9, 2, 0.5, 5, -3, -32
COc1ccccc1NC(=O)CSc1nc(O)cc(=O)n1-c1ccccc1OC
 : 0.3, 30, 5, 27, 0, 1.1, -10, -9, -3
CCOc1ccc(NC(=O)CSc2nnc(CNC(=O)c3ccco3)o2)cc1
 : 1.1, 20, -16, 14, 8, 0.6, 0, 1, 19
COc1ccc2ccccc2c1/C=N/O
 : -0.7, 10, -8, -11, 11, 0.3, -4, 5, -2
CN(C)C(=O)NC1CCCCCCCCCCC1
 : -0.1, -9, -10, 23, 4, -1.1, 64, 1, 16
COCCCn1c(SCC(=O)N2CCc3ccccc32)nnc1-c1ccco1
 : 0.2, -12, -2, -3, 17, 0.2, 9, 0, -19
CCOc1c(C)cc(-c2ncccc2O)cc1C
 : -1.0&-1.3, 0&14, 75*!, 6&-13, 2&9, -0.9&0.2, 19&13, 3&-2, -1&1
CCC(=O)c1ccccc1OCCCn1cncn1
 : -2.6, 2, -3[fluorescence artefact?], 4, 9, 1.3, 15, 4, -6
CSc1nc(NC(C)(C)C)nc(Oc2ccc(=O)[nH]n2)n1
 : 1.1, 13, 4[fluorescence artefact?], 15, 14, 1.2, -13, -1, 2
c1ccc(CCC2CCCCN2Cc2cn[nH]c2-c2cc3ccccc3o2)nc1 (configuration not stated)
 : -1.5, 6, -7, 5, 3, 0.6, 4, 8, -9
COC(=O)c1ccc(Oc2nc(NC(C)C)nc(SC)n2)cc1
 : -0.6, 26, 0, 49, 9, -0.3, 20, -3, 8
O=C(NCc1ccccc1Cl)C1CC(=O)N(Cc2ccccc2)C1 (configuration not stated)
 : 0.6, 19, 2, 1, 6, 0.2, 8, 5, 4
O=c1[nH]ncc(N/N=C\c2ccncc2)c1Cl
 : 0.4, 10, -5, 12, 8, 0.8, 2, -2, -10
COc1ccc(CNc2nc3nc(C)c(Cl)c(=O)n3[nH]2)cc1
 : 0.4, 10, 0, 3, 8, 0.5, 2, ., 3
CCCc1cc(=O)[nH]c(SCC(=O)Nc2ccc(Br)cc2)n1
 : 2.5, 5, 0, -11, 6, 1.3, 14, ., 15
O=C(CSc1nnc2scc(-c3ccc(Cl)cc3)n12)NCc1ccc2c(c1)OCO2
 : -2.5, -2, 23, -20, 12, -1.5, -12, 0, 7
CCc1cccc(OCCCCNCCO)c1
 : -0.3, 11, ., -16, 19, 0.7, 4, 1, -7
CC(C)C(=O)Nc1nc2ccc(S(C)(=O)=O)cc2s1
 : 1.7, -3, 10, -16, 7, -0.4, -10, 2, -7
CSc1nc(-c2ccc(C)cc2)nc(N)c1C#N
 : -2.2, 9, -11, 0, 17, 0.3, 41, ., -25
CNC(=O)CN1C(=O)CSc2nc(C)cc(C)c21
 : 1.4, 0, 12, -13, 19, -0.1, -4, 4, -10
NNC(=O)c1csc(-c2ccc(C(F)(F)F)cc2Cl)n1
 : 3.8, 8, -4, -16, 18, 1.2, 21, ., 6
CCc1ccc(-n2c(SCc3c(C)noc3C)nnc2-c2ccncc2)cc1
 : -0.2, 12, -4[fluorescence artefact?], 20, 23, 0.7, -8, 2, -7
N#CCSc1nnc(COc2ccc3ccccc3c2)o1
 : 1.3, 8, -13, -9, 4, 0.3, 13, 6, 5
C/C(=N\S(=O)(=O)c1ccc(C)cc1)N1CCN(S(=O)(=O)c2ccccc2)C1
 : 0.4, 19, 1, 17, ., 1.4, 33, 0, -9
C[n+]1cccc2c(Br)ccc([O-])c21
 : 2.5, 4, 0, -4, 12, 0.7, -5, ., 7
OCC1(Cc2cccc(Cl)c2)CCCN(Cc2sc(N3CCCC3)nc2Cl)C1 (configuration not stated)
 : 2.4, -4, -4, -11, 12, 4.1, 58, 11, 0
COc1ccc(-c2cc(C(F)(F)F)n3ncc(C(=O)N4CCCCC4c4cccnc4)c3n2)cc1 (configuration not stated)
 : 0.6, 16, -4, 40, 9, -0.5, 42, -4, -1

One compound at a time, as listed above:
Profile of `CN1CCN(C(=O)C2=C[C@H](c3ccccc3)C[C@H](OCc3ccc(CO)cc3)O2)CC1` → zfTRPN1 agonist = 1.6; PPC-1+TRAIL kill = -11; 14-3-3 Bad PPI = -1; EP2 mod = 6; PGE2 EP2 inh = 9; TRPML3 ag = 1.2; CHOP inhibitor = 7; NPY-Y1 antag = -2; NPY1 pot ag = -12
Profile of `CCOc1c(C)cc(-c2ncccc2O)cc1C` → zfTRPN1 agonist = -1.0&-1.3; PPC-1+TRAIL kill = 0&14; 14-3-3 Bad PPI = 75*!; EP2 mod = 6&-13; PGE2 EP2 inh = 2&9; TRPML3 ag = -0.9&0.2; CHOP inhibitor = 19&13; NPY-Y1 antag = 3&-2; NPY1 pot ag = -1&1

Screening data (PubChem)
